Bcl-XL Bim block: inhibitors of Bim-Bcl-XL binding, primary screen, biochemical, multiplexed, bead flow cytometry, human Bcl-XL; Bim peptide-Bcl-XL binding, fluorescence; inhibition, % at 10 µM; 190,000 compounds, 0.04% hits
Target sequence (Q07817 whole entry, looked up): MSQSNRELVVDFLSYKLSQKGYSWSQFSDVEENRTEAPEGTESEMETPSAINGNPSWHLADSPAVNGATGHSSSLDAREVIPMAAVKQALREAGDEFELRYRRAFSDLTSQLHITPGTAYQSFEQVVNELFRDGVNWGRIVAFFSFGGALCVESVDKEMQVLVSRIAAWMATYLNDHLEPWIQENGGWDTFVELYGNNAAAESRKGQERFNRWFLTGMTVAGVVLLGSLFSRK
Avidin fluor: green autofluorescence of compounds with avidin beads – biophysical, 488/530 nm, flow cytometry, artefact control, profiling panel; 220,000 compounds, 0.38% hits; AID 1775, 2009; compound fluorescence 488/530 nm; active compounds read high; fluorescence (KMESF) at 10 µM; in the data active = fluorescence above about 47; note: inactives centre near 10
GSH fluor: compound fluorescence on glutathione beads, profiling panel, artefact control, biophysical, 488/530 nm, flow cytometry. 190,000 compounds, 0.25% hits. AID 1776, 2009. GSH beads flow cytometry, compound fluorescence 488/530 nm; active compounds read high. fluorescence (KMESF) at 10 µM; in the data active = fluorescence above about 89;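 note: glutathione beads carrying GST-tagged Bcl family fusion proteins plus one bare bead set; values are compound well signal with DMSO vehicle wells as background; inactives centre near 16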
Bim-Bfl-1: inhibitors of Bim binding to Bfl-1, primary screen, biochemical, multiplexed, bead-based flow cytometry; inhibition, % at 10 µM; Bim-Bfl-1 binding inhibition; Bcl-2-related protein A1 (Homo sapiens), Q16548; 190,000 compounds, 0.12% hits;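 note: 0% = wells without compound plus tracer and 100% = blocker peptide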
ABCB1 block: ABCB1 efflux pump inhibitors, primary screen, cell-based, multiplex, flow cytometry, ABCG2 counter-screen. 190,000 compounds, 0.067% hits. AID 1326, 2008. inhibition, % at 6.6 µM. CCRF-Adr cells, JC-1 efflux. ATP-dependent translocase ABCB1 (Homo sapiens), P08183; in the data active = inhibition above about 40%;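 note: 0% = vehicle and 100% = reference inhibitor; higher value means more JC-1 retained so stronger ABCB1 efflux block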
RGS4-Gao reg: modulators of RGS4 binding to Galphao, primary screen, biochemical, multiplexed bead flow cytometry. 220,000 compounds, 0.33% hits. binding response (% of control), % at 10 µM. Guanine nucleotide-binding protein G(o) subunit alpha (Homo sapiens), P09471. actives lie on both sides; in the data active = binding response below about 49% or above about 150%; inactive = in between;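 note: fluorescent Galphao activated with aluminum fluoride binding bead-coupled RGS4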
Target sequence (P09471 whole entry, looked up): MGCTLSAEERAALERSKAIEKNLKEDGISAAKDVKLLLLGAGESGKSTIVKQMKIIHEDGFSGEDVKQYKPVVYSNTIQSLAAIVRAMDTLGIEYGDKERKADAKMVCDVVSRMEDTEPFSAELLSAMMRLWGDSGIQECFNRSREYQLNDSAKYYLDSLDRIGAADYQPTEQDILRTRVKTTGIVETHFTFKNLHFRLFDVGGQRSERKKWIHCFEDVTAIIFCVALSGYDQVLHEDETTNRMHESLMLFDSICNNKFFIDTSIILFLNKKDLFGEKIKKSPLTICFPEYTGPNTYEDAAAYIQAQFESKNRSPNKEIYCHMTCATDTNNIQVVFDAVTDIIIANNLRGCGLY
Bcl-W Bim block: inhibitors of Bim binding to Bcl-W, primary screen, biochemical, multiplexed, bead-based flow cytometry. Bcl-2-like protein 2 (Homo sapiens), Q92843. inhibition, % at 10 µM. 190,000 compounds, 0.02% hits. Bim peptide-Bcl-W binding;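 note: 0% = bound tracer without compound and 100% = peptide blocker; higher means less fluorescent Bim peptide bound to Bcl-W beads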
Target sequence (Q92843 whole entry, looked up): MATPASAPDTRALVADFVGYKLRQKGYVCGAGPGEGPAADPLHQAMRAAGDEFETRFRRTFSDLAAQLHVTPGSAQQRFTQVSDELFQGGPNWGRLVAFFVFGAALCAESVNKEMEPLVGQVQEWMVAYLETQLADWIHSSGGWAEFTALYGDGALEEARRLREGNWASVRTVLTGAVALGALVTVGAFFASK
Bim-Bcl-B: inhibitors of Bim-Bcl-B binding, primary screen, biochemical, multiplexed, human Bcl-2 family | Bcl-2-like protein 10 (Homo sapiens), Q9HD36 | bead-based flow cytometry, Bim peptide-Bcl-B binding | inhibition, % at 10 µM | 190,000 compounds, 0.073% hits | AID 951, 2007;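 note: 0% = tracer peptide without compound and 100% = reference inhibitor peptide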
ABCG2 block: ABCG2 efflux pump inhibitors, primary screen, multiplex with ABCB1, IgMXP3 cells, flow cytometry; JC-1 efflux; inhibition, % at 6.6 µM; 190,000 compounds, 0.1% hits; AID 1325, 2008;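 active = inhibition above 80%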;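 note: 0% = DMSO and 100% = nicardipine control wells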
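Test system: IgMXP3 (ABCG2) plus far-red-tagged CCRF-Adr (ABCB1) cells / Amount: 3 million cells/mL in well / Reagent: JC-1 transporter substrate / Timing: 10 min compound exposure, 25 °C / Signal: flow cytometry, 530 nm JC-1 signal / Read-out: percent efflux inhibition, scaled nicardipine 100% to DMSO 0% / Benchmarks: nicardipine as high control, DMSO as low control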
Bcl-2 Bim block: inhibitors of Bim-Bcl-2 binding, primary screen, biochemical, multiplexed, human Bcl-2 family. Apoptosis regulator Bcl-2 (Homo sapiens), P10415. Bead-based flow cytometry, Bim peptide-Bcl-2 binding. inhibition, % at 10 µM. 190,000 compounds, 0.06% hits. AID 950, 2007; in the data active = inhibition above about 40%; inconclusive = no clear call, values can overlap the other calls;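 note: 0% = no compound wells with probe peptide and 100% = reference peptide inhibitor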
Target sequence (P10415 whole entry, looked up): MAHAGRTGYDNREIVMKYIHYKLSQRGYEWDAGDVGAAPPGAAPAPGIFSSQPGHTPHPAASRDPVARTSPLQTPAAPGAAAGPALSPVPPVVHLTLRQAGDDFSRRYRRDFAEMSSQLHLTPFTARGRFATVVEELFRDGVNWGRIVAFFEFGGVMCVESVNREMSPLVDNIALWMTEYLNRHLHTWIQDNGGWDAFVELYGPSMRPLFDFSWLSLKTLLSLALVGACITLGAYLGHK
RGS7-Gao reg: RGS7-Galphao binding modulators, primary screen, biochemical, multiplexed bead flow cytometry | 220,000 compounds, 0.35% hits | binding response (% of control), % at 10 µM | Guanine nucleotide-binding protein G(o) subunit alpha (Homo sapiens), P09471 | AID 1439, 2008 | actives lie on both sides; in the data active = binding response below about 49% or above about 150%; inconclusive = no clear call, values can overlap the other calls; inactive = in between;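 note: fluorescent Galphao held in activated GDP-AlF4 state binding bead-coupled RGS7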
* hit, by the source's call; ? = inconclusive. Cut-off read from the data, not from the text of the source, unless noted: active = inhibition above about 40%.

Preview:
structure	ABCG2 block	GSH fluor	Bcl-W Bim block	Bim-Bcl-B	Bcl-2 Bim block	RGS7-Gao reg	Bcl-XL Bim block	Avidin fluor	Bim-Bfl-1	RGS4-Gao reg	ABCB1 block
Brc1ccc(-c2csc3[n+]2CCCCC3)cc1	-2	23	-4	-7	0	109	-2	6	-5	103	-0.3
Cc1ccc(SCCC(=O)OCC(=O)Nc2ncc(Cl)cc2Cl)cc1	0	12	-3	-9	-6	94	-8	8	-15	95	0.0
Cc1ccc2occ(CN3CCN(c4ccccc4)CC3)c(=O)c2c1	-3	30	-5	-9	-9	100	-6	12	-12	103	-0.1

The listing, previewed entries included:
structure	ABCG2 block	GSH fluor	Bcl-W Bim block	Bim-Bcl-B	Bcl-2 Bim block	RGS7-Gao reg	Bcl-XL Bim block	Avidin fluor	Bim-Bfl-1	RGS4-Gao reg	ABCB1 block
Brc1ccc(-c2csc3[n+]2CCCCC3)cc1	-2	23	-4	-7	0	109	-2	6	-5	103	-0.3
Cc1ccc(SCCC(=O)OCC(=O)Nc2ncc(Cl)cc2Cl)cc1	0	12	-3	-9	-6	94	-8	8	-15	95	0.0
Cc1ccc2occ(CN3CCN(c4ccccc4)CC3)c(=O)c2c1	-3	30	-5	-9	-9	100	-6	12	-12	103	-0.1
NC(=O)CSc1nc2ccccc2n1-c1ccccc1	-7	54	-38	-44	-34	102	-35	7	-32	106	0.5
COc1cccc(NC(=O)Nc2ccccc2C(N)=O)c1	7	14	0	-1	-2	102	-2	11	-5	105	-0.2
CC(Oc1ccc(Cl)cc1Cl)C(=O)Nc1ccc2oc(-c3ccncc3)nc2c1 (stereo unspecified)	1	13	-2	1	3	103	-3	44	-1	100	0.7
COc1ccc(CNC(=O)C(C)Sc2ccc(C)cc2)cc1 (stereo unspecified)	0	18	0	-2	-2	?	-3	9	-7	98	0.2
O=C(NC(=S)Nc1ccc(NC(=O)c2cccs2)cc1)c1ccco1	0	14	-6	-10	-10	103	-10	15	-15	99	0.1
COc1ccc(CCNC(=O)c2ccc(C)s2)cc1OC	6	13	-4	-5	0	?	-2	13	-2	101	0.7
CC(Sc1nnc(-c2ccccc2)c(-c2ccccc2)n1)C(=O)N1CCc2ccccc21 (stereo unspecified)	22	11	-6	-3	-1	98	-4	16	0	100	4.7
O=C(CN1CCOCC1)OCCCC1CCCCC1	0	20	0	-2	-2	101	-3	13	0	101	-0.2
COc1ccc(NC(=O)/C(C#N)=C\c2ccc(N3CCOCC3)o2)cc1	2	13	-9	-8	-4	102	-6	15	-2	103	0.5
CC(C)CC(C(=O)Nc1oc(-c2ccco2)c(-c2ccco2)c1C#N)N1C(=O)c2ccccc2C1=O (stereo unspecified)	-13	29	3	1	-2	95	0	8	1	95	-1.8
CCOC(=O)C(NS(=O)(=O)c1ccccc1)(C(F)(F)F)P(=O)(OC(C)C)OC(C)C (stereo unspecified)	0	20	-3	-1	0	103	-1	13	1	102	0.5
CC1CCC(NC(=O)CN2C(=O)C3CCCN3c3ncc(Cl)cc32)CC1 (stereo unspecified)	2	5	0	-1	1	99	0	5	1	101	1.9
Cc1csc(=NC(=O)c2ccccc2)n1Cc1ccco1	11	25	0	0	2	103	0	15	0	102	1.2
COc1ccc(Cc2nnc(SCC(=O)N3CCCC3)o2)cc1	1	15	-3	-4	-5	103	-1	8	-1	103	0.4
CCC(Nc1ccc(OC)cc1)C(=O)N/N=C/c1ccc([N+](=O)[O-])cc1 (stereo unspecified)	6	14	0	0	1	98	-5	3	0	102	-0.4
CCc1cccc(CC)c1NC(=O)COC(=O)c1ccc(F)c(S(=O)(=O)N(CC)CC)c1	0	19	-3	-10	-5	95	-6	7	-15	96	1.8
Cc1c(Cl)cccc1NC(=O)CN1CCC(C(O)(c2ccccc2)c2ccccc2)CC1	0	15	-3	1	-2	96	-4	6	0	100	0.2
COc1cccc(N(Cc2nnc3n2CCCCC3)C(=O)Nc2ccccc2F)c1	1	18	-1	-3	1	?	-1	11	-1	103	0.2
CCCSc1nc2c(cnn2-c2ccc(C)cc2)c(=O)[nH]1	0	17	-3	-4	-4	94	-7	7	-9	93	-0.1
CCOC(=O)C(Cc1ccccc1)C(=O)Nc1cccc(C)c1 (stereo unspecified)	15	20	-3	-10	-8	98	-5	12	-11	100	1.1
CN(C(=O)c1ccc(OC2CCN(C(=O)c3cccnc3)CC2)cc1)C1CCCCC1	0	9	3	0	0	100	2	10	-2	102	-0.1
COCCNC(=O)C1CC(=O)N(C2CCCCC2)C1 (stereo unspecified)	2	33	0	-10	-7	103	-7	15	-13	100	0.7
COc1cccc(/C=C/C(=O)Oc2ccc(C(=O)c3ccc(F)cc3)cc2)c1	-1	12	15	9	11	85	25	6	25	90	-0.3
COc1cccc(COc2nc3c(c(=O)n(C)c(=O)n3C)n2C)c1	3	27	2	3	5	104	14	7	4	99	0.7
COC(=O)c1sccc1NC(=O)COc1ccc(F)cc1Cl	5	30	-1	-3	-5	105	0	11	-2	106	0.9
Cc1cccc(N2CCN(C(=O)Cn3c(=O)[nH]c4ccsc4c3=O)CC2C)c1 (stereo unspecified)	1	38	0	-12	-9	100	0	7	-8	100	-0.1
CCCCC(=O)OCC(=O)Nc1cccc(S(=O)(=O)NC2=NCCCCC2)c1	4	11	0	0	0	101	-3	12	1	98	1.7
CCN1CCCC1CNC(=O)c1cc2c(-c3ccc(Cl)cc3)nn(C)c2s1 (stereo unspecified)	4	21	1	-6	-7	110	-2	10	-8	109	0.5
O=c1c2ccccc2nnn1COc1ccc(F)cc1Cl	2	9	4	3	1	?	5	6	-2	93	-0.1
Cc1cc(C)c2oc(=O)cc(CN3CCOCC3)c2c1	25	65	-5	4	4	107	-2	6	9	107	2.4
C=CCn1c(=S)[nH]c2sccc2c1=O	-5	13	0	0	0	101	-2	6	3	102	-2.9
CCOC(=O)c1sc2nc(C)n(CC(=O)NCC3CCCO3)c(=O)c2c1C (stereo unspecified)	1	21	0	0	-1	100	-1	18	-3	98	0.2
CCC(CC)NC(=O)c1n[nH]c(=O)c2ccccc12	0	6	4	-7	0	105	-3	7	-9	106	0.1
Cc1ccc(-n2c(C)cc(/C=N/NC(=O)CC3(C)OCCO3)c2C)c(C)c1	-10	58	-43	-44	-41	106	-34	7	-35	106	0.7
CCN(CC)c1ccc(NC(=O)C(C)C)cc1	-4	30	1	-6	-3	101	-2	23	-6	101	-1.0
COc1cccc(N2CCN(C(=O)CN(C)S(=O)(=O)c3ccc4c(c3)CCC(=O)N4)CC2)c1	-1	19	-1	-5	-9	102	-1	8	-7	101	-1.1
O=C(OCC(=O)N1CCOCC1)c1ccccc1Cc1ccccc1	10	14	-3	-9	-8	105	-3	5	-9	103	0.7
Cc1noc(NS(=O)(=O)c2ccc(NC(=O)c3cnc4scc(C)n4c3=O)cc2)c1C	-1	13	-3	2	1	96	-2	19	0	100	-0.3
CCN(C(=O)CSc1nnc(C)n1-c1ccccc1)C1CCS(=O)(=O)C1 (stereo unspecified)	0	13	1	-6	0	99	-2	11	-1	103	0.0
Cc1csc(NC(=O)c2c(O)c3c(n(CC(C)C)c2=O)CCCC3)n1	3	15	0	-8	-9	91	-1	9	-10	100	1.0
COc1ccccc1/C=N/NC(=O)CO	-4	23	-3	-6	0	95	-1	5	-4	104	0.0
CCCCS(=O)(=O)c1sc2nc3c(cc2c1N)CCCC3	13	10	-2	0	0	100	1	6	4	99	0.9
Brc1ccc2c(c1)OCCOCCOc1cc(Br)ccc1OCCOCCOCCO2	11	30	-5	-11	-10	94	-15	5	-15	98	6.9
Cn1nnnc1SCCNCc1ccccc1OCc1ccc(F)cc1	3	28	0	-5	-2	99	0	10	-7	100	1.6
O=C1C2ON(c3ccccc3)C(c3ccncc3)C2C(=O)N1c1ccc(Br)cc1 (stereo unspecified)	0	25	0	0	5	112	4	1	2	115	-0.8
CCOC(=O)C(C)N1C(=O)S/C(=C/c2cc(C)n(-c3ccccn3)c2C)C1=O (stereo unspecified)	8	39	-9	-12	-13	105	-24	6	-11	107	0.9
CCOC(=O)c1sc(=NC(=O)c2ccc(OC)c(OC)c2)n(C)c1C	9	5	0	-11	-10	98	-5	9	-12	102	1.8

Complete entries, quoted from the list:
`CCCCS(=O)(=O)c1sc2nc3c(cc2c1N)CCCC3` reads ABCG2 block = 13; GSH fluor = 10; Bcl-W Bim block = -2; Bim-Bcl-B = 0; Bcl-2 Bim block = 0; RGS7-Gao reg = 100; Bcl-XL Bim block = 1; Avidin fluor = 6; Bim-Bfl-1 = 4; RGS4-Gao reg = 99; ABCB1 block = 0.9
`Cc1noc(NS(=O)(=O)c2ccc(NC(=O)c3cnc4scc(C)n4c3=O)cc2)c1C` reads ABCG2 block = -1; GSH fluor = 13; Bcl-W Bim block = -3; Bim-Bcl-B = 2; Bcl-2 Bim block = 1; RGS7-Gao reg = 96; Bcl-XL Bim block = -2; Avidin fluor = 19; Bim-Bfl-1 = 0; RGS4-Gao reg = 100; ABCB1 block = -0.3

More records follow.
structure	ABCG2 block	GSH fluor	Bcl-W Bim block	Bim-Bcl-B	Bcl-2 Bim block	RGS7-Gao reg	Bcl-XL Bim block	Avidin fluor	Bim-Bfl-1	RGS4-Gao reg	ABCB1 block
CCOc1ccc(-n2cnnn2)cc1S(=O)(=O)NCCc1ccc(OC)c(OC)c1	1	10	-1	-11	-13	100	-5	11	-13	100	0.1
COc1cc(-n2nnnc2SC)c(OC)cc1Cl	8	13	2	-4	0	101	-4	11	-1	103	1.6
COc1ccc(CCNC(=O)c2cc3sc(Cl)cc3n2C)cc1OC	5	21	-5	-7	-12	104	-3	6	-9	101	0.5
O=C(N1CCN(c2ccccn2)CC1)C(Cl)(Cl)Cl	7	15	-4	-6	-6	105	-6	5	-2	103	0.5

As entered above:
Result of COc1ccc(CCNC(=O)c2cc3sc(Cl)cc3n2C)cc1OC under Avidin fluor: 6
Result of COc1cc(-n2nnnc2SC)c(OC)cc1Cl under Bcl-2 Bim block: 0
Result of CCOc1ccc(-n2cnnn2)cc1S(=O)(=O)NCCc1ccc(OC)c(OC)c1 under RGS4-Gao reg: 100
Result of O=C(N1CCN(c2ccccn2)CC1)C(Cl)(Cl)Cl under Bim-Bfl-1: -2

From PubChem BioAssay
